PGK inhibitor – qHTS Assay to Find Inhibitors of Phosphoglycerate Kinase; 0.043% of 380,000 active; PGK/GAPDH coupled, Kinase-Glo luminescence, 60 min; Potency, µM (titrated, usually from 57.5 µM), for inactives: at the highest dose activity change, negative = inhibition, most hits filed as inhibitors; further: potency means the concentration at half of the fitted maximal effect; on the % scale 0 is the no-effect control and ±100 the full control effect; nearly all actives have a fitted effect of over 60% in size
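Recombinant glycosomal PGK reaction used 1,3-bisphosphoglycerate generated in-well by GAPDH (100nM final) in 100mM TEA pH 7.6, 5mM MgCl2, 0.01% Tween-20. After 60 minutes at room temperature, ATP was read by Kinase-Glo Plus luminescence end-point.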
JMJD2A Tudor – qHTS Assay for Inhibitors of JMJD2A-Tudor Domain. Lysine-specific demethylase 4A (Homo sapiens), O75164. AlphaScreen JMJD2A-Tudor / H3K4me3 peptide binding. Potency, µM (series often up to 114 µM), inactives show at the highest dose activity change, negative = inhibition, hits mostly inhibitors. 4.4% of 390,000 active; further: potency means the concentration at half of the fitted maximal effect; on the % scale 0 is the no-effect control and ±100 the full control effect; nearly all actives have a fitted effect of over 50% in size
G9a block – qHTS Assay for Inhibitors of Histone Lysine Methyltransferase G9a. Histone-lysine N-methyltransferase EHMT2 (Homo sapiens), Q96KQ7. G9a H3K9 monomethylation, AlphaScreen, 2 h. Potency, µM (doses to about 102 µM), without a hit: top-dose activity, negative = inhibition, usual class: inhibitors. 8.8% of 350,000 active. AID 504332, 2011; further: potency means the concentration at half of the fitted maximal effect; on the % scale 0 is the no-effect control and ±100 the full control effect; nearly all actives have a fitted effect of over 75% in size
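Chemiluminescent proximity detection of H3K9 monomethylation, read after 10 min bead incubation in the dark. Reaction: 20 nM G9a, 500 nM biotin-H3K9 peptide, 20 uM SAM cofactor, 2 h, room temperature, following 15 min enzyme-compound preincubation.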
BAZ2B inh – qHTS Assay for Inhibitors of BAZ2B | AID 504333, 2011 | Bromodomain adjacent to zinc finger domain protein 2B (Homo sapiens), Q9UIF8 | 4.4% of 360,000 active | Potency, µM (series often up to 114 µM), for inactives: top-dose activity change, negative = inhibition, most hits filed as inhibitors | AlphaScreen BAZ2B-H3K14Ac peptide displacement; further: potency means the concentration at half of the fitted maximal effect; on the % scale 0 is the no-effect control and ±100 the full control effect; nearly all actives have a fitted effect of over 60% in size
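Inhibition is scored as reduced AlphaScreen emission. The BAZ2B/b-H3(5-23)K14Ac complex (50 nM each) in PBS pH 7.4, 0.01% Tween-20 meets compound (up to 110 uM) for 30 min at RT before bead addition.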
HP1b binding inh – HTS for Inhibitors of HP1-beta Chromodomain Interactions with Methylated Histone Tails; Chromobox protein homolog 1 (Homo sapiens), P83916; AlphaScreen HP1-beta / biotin-H3K9me3 peptide binding; Potency, µM (doses to about 114 µM), inactives show at the top dose activity change, negative = inhibition, hits mostly inhibitors; 0.56% of 390,000 active; AID 540317, 2011; further: potency means the concentration at half of the fitted maximal effect; nearly all actives have a fitted effect of over 70% in size; inactives centre near 23
Target sequence (P83916 whole entry, looked up): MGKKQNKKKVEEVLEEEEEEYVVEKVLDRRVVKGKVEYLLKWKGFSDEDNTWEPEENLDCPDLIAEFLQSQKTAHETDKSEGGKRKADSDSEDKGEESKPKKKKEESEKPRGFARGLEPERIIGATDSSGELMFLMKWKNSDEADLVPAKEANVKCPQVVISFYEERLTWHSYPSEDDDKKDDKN
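Compound inhibition of the preformed complex between 50 nM HP1-beta and 50 nM biotinylated H3K9me3 peptide was read by AlphaScreen. Buffer was PBS pH 7.4 with 0.01% Tween-20. Incubations ran 30 min at room temperature, with 10 ug/mL donor/acceptor beads.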
POLH inh – qHTS for Inhibitors of Polymerase Eta; DNA polymerase eta (Homo sapiens), Q9Y253; recombinant Pol eta, fluorescent DNA replication assay; Potency, µM (top dose mostly 114 µM), for inactives: at the top dose activity change, negative = inhibition, most hits filed as inhibitors; 1.2% of 390,000 active; further: potency means the concentration at half of the fitted maximal effect; on the % scale 0 is the no-effect control and ±100 the full control effect
Target sequence (Q9Y253 whole entry, looked up): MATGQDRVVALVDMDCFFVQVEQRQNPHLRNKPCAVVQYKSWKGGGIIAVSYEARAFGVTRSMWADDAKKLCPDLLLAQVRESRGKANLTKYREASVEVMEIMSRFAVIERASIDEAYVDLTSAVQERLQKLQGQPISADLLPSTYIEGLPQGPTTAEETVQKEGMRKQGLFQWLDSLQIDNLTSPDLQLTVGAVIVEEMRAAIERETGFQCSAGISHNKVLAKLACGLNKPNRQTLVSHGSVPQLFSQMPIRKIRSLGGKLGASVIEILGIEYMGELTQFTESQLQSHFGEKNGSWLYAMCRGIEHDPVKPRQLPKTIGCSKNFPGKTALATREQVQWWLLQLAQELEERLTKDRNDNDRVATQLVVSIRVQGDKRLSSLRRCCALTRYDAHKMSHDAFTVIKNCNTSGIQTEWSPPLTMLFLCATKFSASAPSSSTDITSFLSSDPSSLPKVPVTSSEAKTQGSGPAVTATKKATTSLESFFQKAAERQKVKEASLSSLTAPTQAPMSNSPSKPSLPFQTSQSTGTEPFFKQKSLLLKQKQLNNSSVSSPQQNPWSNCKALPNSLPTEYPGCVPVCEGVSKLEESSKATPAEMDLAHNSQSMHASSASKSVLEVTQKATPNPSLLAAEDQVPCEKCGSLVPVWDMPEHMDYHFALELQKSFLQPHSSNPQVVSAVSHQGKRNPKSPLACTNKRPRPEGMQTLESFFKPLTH
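Pol eta at 10 nM preincubated with compounds 15 min at room temperature; reaction started with fluorescent substrate (50 nM final) and read kinetically at 0 and 10 min.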
GLS inhibitor – qHTS for Inhibitors of Glutaminase (GLS). Glutaminase kidney isoform, mitochondrial (Homo sapiens), O94925. GLS enzymatic activity, qHTS titration. Potency, µM (series often up to 45.5 µM), for the others: at the highest dose activity change, negative = inhibition, usual class: inhibitors. 0.21% of 410,000 active. AID 624170, 2012; further: potency means the concentration at half of the fitted maximal effect; on the % scale 0 is the no-effect control and ±100 the full control effect
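Human kidney-isoform GLS in 45 mM KH2PO4 pH 8.2, 0.02% Tween-20, with compound, started with 1mM L-Glutamine (added stock). Glutamate oxidase/HRP/Amplex red coupled fluorescence read at start and after 30 min at RT.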
PI4K2A block – qHTS for small molecular inhibitors of PI4K2A; Phosphatidylinositol 4-kinase type 2-alpha (Homo sapiens), Q9BTU6; purified PI4K2A, ADP-Glo luminescence, 1 h; active compounds read low; activity change, negative = inhibition, % at 76.9 µM; 0.13% of 420,000 active; in the data active means activity change below about -50%; inconclusive means mostly about -30% to -49%;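 further: -100% = wells without enzyme as full effect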
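Compounds are screened against recombinant PI4K2A using PI as substrate and ATP, the latter dispensed at 300 microM. Reactions run one hour at ambient temperature before ADP-Glo detection; full inhibition defined by wells lacking enzyme.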
Pin1 inhibitor – qHTS Assay to Find Inhibitors of Pin1. Peptidyl-prolyl cis-trans isomerase NIMA-interacting 1 (Homo sapiens), Q13526. Potency, µM (top dose mostly 115 µM), for the others: at the top dose activity, negative = inhibition, usual class: inhibitors. Pin1 FP peptide displacement, HiFluor488, 10 min. 0.009% of 390,000 active. AID 504891, 2011; active means well fitted inhibition curve with a large enough effect in the polarisation, with a control signal flat, not every such curve was filed as active; inconclusive means small, poorly fitted or top-dose-only effect, or effect the other way, or a change in a side signal; inactive means no such curve, though single readings can be large or run the other way; the % refers to the polarisation; further: potency means the concentration at half of the fitted maximal effect; on the % scale 0 is the no-effect control and ±100 the full control effect
Target sequence (Q13526 whole entry, looked up): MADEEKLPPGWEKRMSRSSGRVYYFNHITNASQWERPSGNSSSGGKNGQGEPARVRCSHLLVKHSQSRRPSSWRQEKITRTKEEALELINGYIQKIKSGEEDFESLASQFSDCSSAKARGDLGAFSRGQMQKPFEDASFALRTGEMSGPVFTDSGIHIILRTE
* marks the source's active call; other numbers are inactive results; i = inactive; ? = inconclusive; / = not tested or not shown; & = joins results of further samples; [ ] = remark or other dose. Unless noted, the call rests on the fitted dose curve; in most records, active means well fitted curve in the direction sought with a large enough effect; inconclusive means small, poorly fitted or top-dose-only effect, or another doubt; inactive means no such curve, though single readings can be large; an effect the other way counts as inactive or inconclusive. Not all compounds are listed (hit frequency here may not be typical).

SMILES	PGK inhibitor	JMJD2A Tudor	G9a block	BAZ2B inh	HP1b binding inh	POLH inh	GLS inhibitor	PI4K2A block	Pin1 inhibitor
Cc1ccc(C)c(C(=O)COC(=O)c2c(-c3ccccc3)noc2C)c1	6.3%	87.6%[activator]	104.7%[activator]	54.2%[activator]	130.0%[activator]	2.6%	-0.2%	-0.8	-1.4%
CCC(C)C(=O)Nc1ccc(S(=O)(=O)Nc2nccs2)cc1 (stereo not given)	1.9%	-4.1%	43.6%[activator]	-27.1%	38.8%	-1.9%	0.7%	1.0	-1.6%
COc1ccc(OC)c(NC(=O)c2cc3cccc(OC)c3oc2=O)c1	-9.2%	-12.1%	-10.1%[59 µM]	-0.5%	46.2%[activator]	-20.5%	-10.0%	4.3	-4.5%
COCCCNC(=O)Cc1c(C)c2c(cc(C)c3c(C)c(C)oc32)oc1=O	3.0%	2.1%	58.4%[activator]	3.8%	8.9%	-19.3%	1.8%	-0.5	-0.7%
Cc1cc(SCC(=O)NN)c2cc(Br)ccc2n1	-1.8%	-32.4%	/	?	24.8%	?	36.0%[activator]	-2.4	21.0%
CC(C)(C)NC(=O)CN(C(=O)c1snc(C(=O)NC2CCCCC2)c1N)c1ccccc1F	6.1%	-5.5%	14.2%	-0.2%	38.8%	-24.5%	-7.6%	3.1	?
CN1CCN(S(=O)(=O)c2cccc(C(=O)NCCOc3ccccc3)c2)CC1	-1.3%	0.0%	?	-4.8%	23.5%	-12.8%	-9.2%	-5.2	-5.2%
CSc1nc(N(C)C)nc(N(C)C#N)n1	-0.8%	-5.5%	-4.7%	2.4%	41.9%[activator]	1.9%	0.7%	-2.9	1.2%
COc1ccc(CCN2C(=O)CSC2=S)cc1OC	-4.0%	-18.9%	?	?	9.8%	-21.0%	17.0%	34.5	20.8%
CCNc1nc(Oc2c(Cl)cccc2Cl)cc(C(F)(F)F)n1	-0.1%	46.2%[activator]	164.5%[activator]	33.5%	103.2%	?	-6.8%	2.7	8.8%
Cc1nnc(SCC2=C(C(=O)O)N3C(=O)C(NC(=O)Cn4nc(C(F)F)c(Cl)c4C)C3SC2)s1 (stereo not given)	-24.6%	?	?	?	-0.8%	20µM*	73.9%[activator]	?	?
COc1cccc2c(SCC(=O)N/N=C/c3ccc(O)cc3O)cc(C)nc12	4.1%	-23.1%	15.9%	2.0%	28.4%	-3.2%	0.0%	2.5	2.5%
NC(=O)Cn1c(=O)n(-c2ccccc2)c(=O)c2oc3ccccc3c21	i	-9.1%	5.2%	/	50.4%[activator]	-8.3%	-8.8%	0.6	-5.5%
CCOC(=O)[C@@H]1CCNC[C@@H]1c1ccccc1	i	7.6%	?	3.4%	32.5%	?	-2.1%	0.0	0.7%
CCCCCCn1c(=O)n2n(c1=O)[C@@H]1CN(S(=O)(=O)c3ccc(C)cc3)C[C@]1(O)[C@@H](OC(=O)NCc1ccco1)C2	-4.1%	/	/	/	/	-29.4%	-2.7%	-8.4	/
O=C(O)CCCC(=O)Nc1cccc(C(=O)Nc2ccccc2C(=O)O)c1	i	-6.8%[57.1 µM]	-28.0%	-13.5%	23.6%	-8.5%	-6.2%	6.1	-6.0%
CCc1ccc(NC(=O)Cn2c(=O)c3cccn3c3ccccc32)cc1	-8.7%&2.4%	11.7%&-25.3%	-3.1%	-19.1%&-10.0%	5.3%&16.5%	-6.9%&-0.6%	-0.3%&3.0%	-6.4&1.2	2.5%&15.1%
CCOc1ccc(C(=O)CSc2nnc3cc(C)c4ccccc4n23)cc1	-0.6%	-4.0%	2.1%[59 µM]	-4.8%	67.7%[activator]	-21.1%	8.7%	-1.6	-3.2%
Cc1nn(CC(C)C)c(Cl)c1C(=O)N(C)CC(=O)Nc1c(Cl)cccc1Cl	-6.3%	-0.7%	/	-18.7%	14.2%	-0.6%	0.0%	0.7	-1.6%
c1ccc(Cn2ccnc2SCc2nnc(-c3ccccc3)o2)cc1	/	-12.9%	-21.8%[59 µM]	-10.6%	11.3%	-9.4%	-2.4%	8.4	-6.0%
O=C1Nc2cc(C(=O)N3CCC(N4CCCCC4)CC3)ccc2S/C1=C\c1ccccc1	7.1%	0.4%	-9.6%[0.0925 µM]	?	28.4%	-10.2%	-2.4%	2.5	-0.8%
C/C(=N\NC(=S)Nc1ccccc1)C1Cc2ccccc2C(=O)O1 (stereo not given)	i	-33.8%	/	?	-5.2%	-20.8%	-6.1%	1.4	-2.9%
O=C(CCNC(=O)c1ccccc1)Oc1ccc([N+](=O)[O-])cc1	i	-8.8%	11.9%[59 µM]	5.0%	18.9%	-14.9%	13.5%	1.8	-3.6%
Brc1cccc(-c2n[nH]c(-c3ccccc3)n2)c1	-8.6%	-19.3%	-50.5%[2.33 µM]	22.8%	29.3%	-9.1%	5.0%	-6.0	-6.9%
COc1ccccc1C(=O)NC(CCSC)C(=O)OC(C)C(N)=O (stereo not given)	5.5%	-1.8%	-4.4%	-2.9%	16.7%	-10.6%	-7.3%	3.6	-5.8%
(cont.)
SMILES	PGK inhibitor	JMJD2A Tudor	G9a block	BAZ2B inh	HP1b binding inh	POLH inh	GLS inhibitor	PI4K2A block	Pin1 inhibitor
CC#CCN1c2ccccc2[C@]23C[C@@H](C(=O)OC)N=C2NC(C(=O)OC)=C(C(=O)OC)[C@H]13	0.3%	-3.5%	18.2%[59 µM]	14.6%	37.4%	-18.9%	4.3%	1.4	-7.4%
Cc1cc(C)cc(OCC(=O)OCC(=O)c2ccc3c(c2)NC(=O)CO3)c1	-3.7%	-11.6%	4.8%[59 µM]	-5.7%	22.0%	-7.6%	-7.0%	-5.9	7.1%
COc1ccc(CC(NC(C)=O)C(=O)NC2CCN(C(=O)C3CCCCC3)CC2)cc1OC (stereo not given)	-9.9%	-6.8%	19.3%	-9.0%	34.8%	-14.5%	-2.7%	-5.0	-9.9%
Cc1onc(C(=O)Nc2ccc(OC(F)(F)F)cc2)c1[N+](=O)[O-]	i	-13.5%	/	1.6%	46.6%[activator]	-5.8%	-11.6%	3.6	0.2%
CCN(C(=O)COC(=O)c1ccccc1O)c1nc2ccccc2s1	5.9%	-1.4%	/	/	2.3%	1.4%	6.9%	1.1	-2.0%
CCc1ccc(C(CNC(=O)c2ccc3c(=O)n(-c4ccccc4F)c(=S)[nH]c3c2)N(C)C)cc1 (stereo not given)	9.5%	?	?	?	0.4%	-3.8%	-17.7%	-3.8	2.0%
COc1cccc(Nc2sc(C(=O)c3ccc4c(c3)OCO4)c(N)c2S(=O)(=O)c2ccccc2)c1	i	-33.9%	-4.5%[59 µM]	-9.9%	11.3%[57 µM]	1.0%	-20.7%	2.0	-1.1%
CCOC(=O)C1=C(N)n2c(s/c(=C\c3ccco3)c2=O)=C(C(=O)OC(C)C)C1c1ccco1 (stereo not given)	-9.9%	?	28.2µM*	?	-29.0%	0.0%	12.2%	-4.4	8.3%
C(=N\N(Cc1ccccc1)c1ccccc1)/c1cccnc1	-2.7%	?	-41.2%	?	26.1%	-7.1%	7.5%	-4.5	3.1%
Cc1noc(C)c1COc1ccc(C(=O)N2CCN(c3cccc(Cl)c3)CC2)cc1	-0.3%	?	-44.9%	-4.5%	-1.3%	-6.6%	0.2%	4.3	-7.7%
COc1ccccc1N1CCN(C(=O)Cn2nnc(-c3cccs3)n2)CC1	0.9%[11.5 µM]	-20.2%	-10.7%	-6.9%	27.2%	-6.0%	27.0%	0.0	-0.3%
CCOc1cc(/C=N/N=C2/NC(=O)C(CC(=O)O)S2)ccc1OCc1ccc(Cl)cc1 (stereo not given)	-15.1%	50.1µM*	-24.4%	56.2µM*	-24.1%	?	-17.1%	-2.9	?
Cc1cccc(CSc2nc3c(c(=O)[nH]2)CCCC3)c1	-2.9%	-9.3%	-27.2%	4.5%	20.8%	-10.8%	3.6%	-0.2	-9.1%
COC(=O)c1ccc(CNC(=O)Cn2cnc(C(=O)Nc3ccc(C)c(C)c3)n2)cc1	-9.4%	-8.2%	/	/	21.8%	-18.2%	2.0%	-1.9	-3.7%
O=[N+]([O-])c1ccccc1S(=O)(=O)N(CC(O)CN1CCCCC1)c1ccccc1 (stereo not given)	-4.0%	-10.0%	-2.4%	0.7%	6.8%	-6.1%	-2.4%	-4.0	2.1%
Cc1ccnc(NS(=O)(=O)c2ccc(NC(=O)CCOc3ccccc3)cc2)n1	-8.7%	7.3%	15.0%	-2.7%	44.1%[activator]	-21.4%	-2.2%	4.3	2.9%
CCOc1ccc(-n2cnnn2)cc1S(=O)(=O)NC1CC1	0.2%	-3.0%	7.0%	?	10.9%	0.7%	-0.3%	-0.8	3.3%

Reprinted from above for reference:
SMILES	PGK inhibitor	JMJD2A Tudor	G9a block	BAZ2B inh	HP1b binding inh	POLH inh	GLS inhibitor	PI4K2A block	Pin1 inhibitor
CCN(C(=O)COC(=O)c1ccccc1O)c1nc2ccccc2s1	5.9%	-1.4%	/	/	2.3%	1.4%	6.9%	1.1	-2.0%
CCc1ccc(C(CNC(=O)c2ccc3c(=O)n(-c4ccccc4F)c(=S)[nH]c3c2)N(C)C)cc1 (stereo not given)	9.5%	?	?	?	0.4%	-3.8%	-17.7%	-3.8	2.0%

Screens as filed in PubChem BioAssay.
